CASP6 VEID inh – blocks human caspase-6 cleavage activity. P55212. purified caspase-6, Z-VEID-R110 cleavage fluorescence. inhibition, % at 12.5 µM. hit rate 0.53% among 350,000;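 active = mean inhibition across replicates at least about 35%, with every replicate also reaching that limit, limit read from the data; inconclusive = only one of the two criteria met; inactive = neither criterion met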;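 also: 0% = median of neutral control wells and 100% = no fluorescence left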
Target sequence (P55212 24-179 limits assumed): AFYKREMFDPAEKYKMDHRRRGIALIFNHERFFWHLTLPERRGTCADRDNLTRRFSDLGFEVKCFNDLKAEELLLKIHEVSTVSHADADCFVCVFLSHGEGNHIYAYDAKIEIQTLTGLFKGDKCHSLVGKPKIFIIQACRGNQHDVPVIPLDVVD
Target sequence (P55212 194-293 limits assumed): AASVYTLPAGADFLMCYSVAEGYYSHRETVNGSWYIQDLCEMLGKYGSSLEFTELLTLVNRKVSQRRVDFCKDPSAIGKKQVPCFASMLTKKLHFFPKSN
EWS-Fli inh – EWS/Fli transcriptional activity inhibition | A673 NR0B1-luciferase reporter, viability-normalised | inhibition, % at 12.6 µM | hit rate 0.67% among 350,000;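 active = mean inhibition of at least 50% after viability correction, with every replicate also passing that limit; inconclusive = mean reaches 50% but only one of two replicates passes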;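 also: firefly luciferase signal divided by Alamar Blue viability fluorescence both relative to DMSO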
PAX8 reporter – inhibitors of PAX8 transcriptional activity in RMG-I cells; inhibition, % at 12.6 µM; AID 652154; hit rate 1.2% among 360,000; RMG-I TPO-luciferase reporter, SteadyGlo, 24 h;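 active = mean replicate inhibition at least 60% with every replicate also reaching 60%; inconclusive = only one of the two criteria is met; inactive = mean below 60% and not all replicates reaching 60%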;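 also: luciferase light reporting Pax8 driven TPO promoter activity; plate controls were median of neutral control wells for no effect and mitoxantrone controls for full effect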
LGR2 antag – blocks bursicon-induced cAMP signaling via Drosophila LGR2 | inhibition, % at 9.99 µM | HEK293 LGR2, CRE-luciferase, bursicon-stimulated, 4 h | hit rate 0.35% among 380,000;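 active = drop in luminescence signal, shown as inhibition above about 50% in the replicate tests, limit read from the data, passing the limit was not always enough; inconclusive = probably only some replicates passing the limit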;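 also: agonist challenge used bursicon conditioned medium at about half maximal strength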
FN deposit inh – fibronectin deposition inhibition | AH1F fibroblasts, Alexa488-fibronectin deposition fluorescence, overnight | inhibition, % at 12.6 µM | hit rate 0.086% among 350,000;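 active = mean inhibition across replicates of 30% or more, regardless of how many single replicates reach that level; inconclusive = mean under 30% yet at least half of replicates reach 30%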;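 also: positive control wells lacked labelled fibronectin entirely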
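material = AH1F fibroblast monolayer depositing Alexa488-labelled fibronectin into matrix | amount = 10000 AH1F cells/well | buffer or medium = DMEM plus 2% serum, read in PBS | incubation = 1 h cell adhesion before compound, then overnight fibronectin incubation | detection = fluorescence at 485 nm excitation, 525 nm emission | evaluation = percent inhibition as loss of matrix-bound fibronectin fluorescence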
PGC1a acetyl inh – modulators of PGC1a acetylation | U2OS PGC1a acetylation, AlphaScreen anti-acetyl-lysine; with virally co-expressed GCN5 acetyltransferase | hit rate 0.17% among 350,000 | inhibition, % at 15.6 µM;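 active = every replicate shows inhibition of at least 40%; inconclusive = mean inhibition at least 40% but some replicate below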;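 also: 0% = neutral control wells and 100% = positive control wells; some results beyond the cut were filed as inactive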
Cneo AK release – causes C. neoformans cell lysis. adenylate kinase release luminescence, 4 h; normalised: neutral wells 0, clomiphene wells 100. hit rate 0.2% among 360,000. lysis activity, % at 15 µM. AID 651654;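 active = mean lysis activity across replicates of at least 80%, whatever share of replicates individually reach that level; inactive = mean lysis activity below 80%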
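Test system: log-phase Cryptococcus neoformans yeast cells. Input: 5 × 10^6 yeast cells/mL. Medium: fresh YPD growth medium. Doses: single dose. Incubation: static 4 h at 37 °C with compound, 1 h detection. Measured by: luminescent adenylate kinase detection reagent. Read-out: signal increase indicating cell lysis. Benchmarks: Clomiphene.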
miR122 inh – inhibitors of miR-122 in Huh7 cells; Huh7 miR-122 Renilla luciferase sensor, 48 h; neutral wells = 0, positive control = 100; activation (reporter increase), % at 12.5 µM; hit rate 0.3% among 340,000;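 active = mean replicate activation score at least 90 and every replicate individually at or above 90; inconclusive = only one of the two criteria met; inactive = neither criterion met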;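 also: higher luciferase means less miR-122 activity so hits act as miR-122 inhibitors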
Numbers without * were called inactive; ? = inconclusive; . = no result given; [ ] = dose if it differs, or a comment. The order is random; about 2.5% have a hit in one of these screens.

The line under a structure holds: CASP6 VEID inh, EWS-Fli inh, PAX8 reporter, LGR2 antag, FN deposit inh, PGC1a acetyl inh, Cneo AK release, miR122 inh
CCSc1nc2ccccc2n1Cc1cccc([N+](=O)[O-])c1
    ., ., 11, ., 0, -8, -1, 0
Cc1cc(C)cc(NC(=O)CSc2nc(N)c(NC(=O)c3ccc(Br)o3)c(=O)[nH]2)c1
    0, -5, 4, -9, 8, ., 0, 3
CCC(=O)NNc1ncnc2c1cnn2C
    -1, -15, 2, -12, ., ., ., .
COc1cccc(OC)c1C(=O)Nc1ccc(N2CCN(C(=O)c3ccco3)CC2)cc1
    2, -30, -19, -9, 5, ., 2, .
COCCN1CCN(C(=O)c2ccc3nc(Cc4ccc(OC)c(OC)c4)oc3c2)CC1
    2, ., 13, 11, 12, ., 1, .
COc1ccc(NC(=O)Nc2cccc3c2O[C@H](CN(C)Cc2ccc(C(=O)Nc4ccccc4N)cc2)[C@@H](C)CN([C@@H](C)CO)C3=O)cc1
    -1, 26, ., 4, ., -16, -2, 66[16.7 µM]
C=C1CCC[C@]2(C)C[C@H]3OC(=O)C(CNCC(OC)OC)[C@H]3CC12 (some centres not stated)
    6, 5, 18, 9, -5, 11, 2, -21
CC(C)NC(=O)N(C)C[C@@H]1Oc2ccc(NC(=O)C3CC3)cc2C(=O)N([C@H](C)CO)C[C@H]1C
    -2, -1, -7, -2, ., 4, -6, -1[16.7 µM]
C[C@H]1CCCCO[C@H](CN(C)Cc2ccc(C(F)(F)F)cc2)[C@@H](C)CN([C@@H](C)CO)C(=O)c2cc(NC(=O)Cc3ccccc3)ccc2O1
    ., 14, 76*, 13, -16, 21, 7, -8[16.7 µM]
CC(C)=CCN1CCC(n2nccc2NC(=O)c2ccccc2Cl)CC1
    0, 11, ., -13, 1, ., 2, .
COc1ccc(-c2cc(=Nc3ccc(C)cc3)c3ccccc3o2)cc1
    ., ., ., ., -5, 7, -15, 7
C[C@H](CO)N1C[C@H](C)[C@H](CN(C)C(=O)Nc2ccc(C(F)(F)F)cc2)Oc2ccc(NC(=O)CCN3CCOCC3)cc2C1=O
    2, -14, ., -3, ., -3, -6, -6[16.7 µM]
O=C(C[C@@H]1C=C[C@@H](NC(=O)Nc2ccccc2F)[C@H](CO)O1)NCc1ccccc1
    1, -9, ., 16, ., -2, ., .
c1ccc(-c2cnc(-c3ccccn3)nn2)cc1
    -6, -58, -170, 6, -8, 4, -12, -3
Cc1ccnc(NC(=O)CCNC(=O)c2ccc(Br)cc2)c1
    -7, -32, -58, 20, -3, -6, -2, -1
Cn1cnnc1SCC(=O)NCCc1ccc(Cl)cc1Cl
    0, 5, -10, 3, -6, 2, ., .
O=C(CSc1n[nH]c(=O)n1C1CC1)Nc1ccc(Cl)c(Cl)c1
    0, -10, 1, -9, 8, -9, -3, -12
O=C(COc1ccc(Br)cc1F)NC1CC1
    -1, -5, ., -53, 4, 4, 0, -3
C=CCNC(=O)NC(=O)COC(=O)/C=C/c1cccc([N+](=O)[O-])c1
    -2, 14, 23, 20, ., 3, ., -9
Cc1ccc(NC(=O)c2cccc(S(=O)(=O)N3CCCc4ccccc43)c2)nc1
    0, 7, 26, 20, -17, ., -2, .

Full records, quoted from the list. Screens in order: CASP6 VEID inh | EWS-Fli inh | PAX8 reporter | LGR2 antag | FN deposit inh | PGC1a acetyl inh | Cneo AK release | miR122 inh
`Cc1ccnc(NC(=O)CCNC(=O)c2ccc(Br)cc2)c1` is listed as -7 | -32 | -58 | 20 | -3 | -6 | -2 | -1
`CCC(=O)NNc1ncnc2c1cnn2C` is listed as -1 | -15 | 2 | -12 | . | . | . | .
`CC(C)NC(=O)N(C)C[C@@H]1Oc2ccc(NC(=O)C3CC3)cc2C(=O)N([C@H](C)CO)C[C@H]1C` is listed as -2 | -1 | -7 | -2 | . | 4 | -6 | -1[16.7 µM]

(list continues)
The line under a structure holds: CASP6 VEID inh, EWS-Fli inh, PAX8 reporter, LGR2 antag, FN deposit inh, PGC1a acetyl inh, Cneo AK release, miR122 inh
O=C(CCN1CCCCC1)NCC[C@@H]1CC[C@H](NC(=O)C2CCC2)[C@@H](CO)O1
    -4, -2, -23, 11, ., 7, 52, 19[16.7 µM]
COc1ccc(NC(=O)CN(C)C(=O)c2ccc(S(=O)(=O)Nc3ccccc3F)cc2)cc1
    0, 0, -12, -8, -2, -7, 0, -7
c1ccc2nc3c(cc2c1)CCCCC3
    1, -32, -6, -27, -21, 7, -3, .
C[C@@H]1CN([C@H](C)CO)C(=O)c2c(c3ccccc3n2C)-c2ccccc2CO[C@@H]1CN(C)Cc1ccc(F)cc1
    -2, -4, -21, 2, 4, -1, ., .
COc1ccc(-c2[nH]ncc2CN2CCC(OCc3ccccc3)CC2)c(F)c1
    4, 16, 46, -17, -4, ., 5, -8
CC(NC(=O)CN1CCCC1)c1ccccc1 (configuration not stated)
    -1, -5, 15, -7, -4, 0, 0, -10
CCS(=O)(=O)Nc1ccc2c(c1)C(=O)N(C)[C@H]1CC[C@@H](CC(=O)OC)O[C@@H]1CO2
    -1, 9, 11, 3, -5, -3, -1, -4[16.7 µM]
O=C1CC(N2CCN(c3ccccn3)CC2)C(=O)N1c1ccc(Cl)cc1 (configuration not stated)
    -1, -3, -13, 28, ., -2, ., .
CCn1c(SCC(=O)NC2CCCC2)nnc1-c1ccoc1C
    2, 2, -2, -1, -6, 11, -2, -3
CC(=O)Nc1ccc(S(=O)(=O)NC2=NCN(c3cccc([N+](=O)[O-])c3)CN2)cc1
    0, -11, -5, 5, -1, ., 0, .
CCNC(=O)NC(=O)CSc1ccccc1F
    ., ., ., -11, ., 2, -1, 0
Cc1ccc(CSc2ccc3nnc(-c4ccccn4)n3n2)cc1
    -1, 11, 18, 38, -21, 6, ., .
O=c1c2ccccc2nnn1CSc1nc2ccccc2c(=O)n1Cc1ccco1
    ., ., ., -19, ., 15, 2, -5
COc1ccc(CN(C)C[C@H]2Oc3ccc(NC(=O)Nc4ccc(OC)cc4)cc3CC(=O)N([C@H](C)CO)C[C@@H]2C)cc1
    2, 0, ., 15, ., -9, 20, -10[16.7 µM]
Cc1ccc(C(=O)Nc2ccc3c(c2)OCCO3)cc1
    0, 69*, 50, 67*, 1, ., -10, .
O=C(COC(=O)CC12CC3CC(CC(Br)(C3)C1)C2)NC(=O)NCc1ccco1
    ., ., -19, ., 3, -6, -1, -20
CC1CCC(NC(=O)c2nn(C)c(=O)c3ccccc23)CC1 (configuration not stated)
    -4, -12, -30, -3, 12, 1, 7, -11
C[C@@H]1CN([C@@H](C)CO)C(=O)Cc2cc(NC(=O)c3ccncc3)ccc2O[C@H]1CN(C)Cc1ccccc1
    -3, 9, 7, -11, ., ., 2, -13[16.7 µM]
c1ccc2[nH]c(CCCc3nc4ccccc4[nH]3)nc2c1
    -6, -13, -10, -5, 4, -2, 1, 0
Cc1cc2oc3c(c(=O)c2cc1C)C(c1ccc(F)cc1)N(CCCN1CCOCC1)C3=O (configuration not stated)
    0, -3, -10, -3, -10, -4, 2, 2
C#CCOc1ccc(CNC[C@H]2O[C@@H](n3ccc(N)nc3=O)[C@H](O)[C@@H]2O)cc1
    39*, 2, 15, -17, 3, 3, 0, -1
COCCCN(C(=O)C1CCC1)c1c(N)n(Cc2ccccc2)c(=O)[nH]c1=O
    3, -2, 0, -12, 8, 1, -4, -9
O=C(CSC1CS(=O)(=O)c2cc([N+](=O)[O-])ccc21)NNC(=O)c1ccccc1 (configuration not stated)
    4, -4, 30, 0, 1, -5, 1, -2
COc1ccc2oc(=O)c(C(=O)NCc3ccccn3)cc2c1
    ., ., ., -16, ., 0, 2, -1
CC(C)NC(=O)N(C)C[C@@H]1Oc2ccc(NC(=O)Nc3ccc(F)cc3)cc2C(=O)N([C@H](C)CO)C[C@@H]1C
    -1, -3, -2, 5, ., 4, 0, 3[16.7 µM]
C[C@H]1CN([C@@H](C)CO)C(=O)c2cc(C3=CCCCC3)cnc2O[C@@H]1CN(C)C(=O)c1ccccc1
    1, 0, ., 12, -16, -27, 1, 1[16.7 µM]
C[C@@H]1CN([C@@H](C)CO)C(=O)c2cc(NS(=O)(=O)c3cccs3)ccc2O[C@@H]1CN(C)S(=O)(=O)c1ccc(F)cc1
    -2, -5, ., -1, ., -10, -1, 2[16.7 µM]
COc1ccc(Cn2ccnc2SCC(=O)Nc2ccccc2OC)cc1
    0, 7, -11, 1, ., -2, -11, -1
C[C@H]1CN([C@@H](C)CO)C(=O)c2ccccc2-c2ccccc2CO[C@H]1CN(C)C(=O)Cc1ccccc1
    1, -7, 9, 5, -6, 11, -4, .
CCC(=O)Nc1ccc2c(c1)C(=O)N(C)C[C@H](OC)[C@H](C)CN(Cc1ccccc1OC)[C@H](C)CO2
    2, -7, -3, 12, 3, ., -7, 3[16.7 µM]
CCC(=O)N(C)CCc1cc2c(c(OC)c1/C=N/NC(=O)c1ccncc1)OCO2
    2, -7, 7, -3, -6, -2, 2, .
COC(=O)/C(=C/c1ccco1)NC(=O)c1ccccc1
    3, -6, 12, 2, 8, ., ., .
O=C(CCl)N(c1ccccc1)c1ccccc1
    -1, 40, ?, 12, ., ., ., .
O=C(C[C@@H]1CC[C@@H]2[C@H](COC[C@H](O)CN2Cc2ccc(Oc3ccccc3)cc2)O1)N1CCCCC1
    0, 14, 7, 25, -13, 1, 1, -11[16.7 µM]
CN(C)c1c(N)c(=O)oc2ccccc12
    -2, 3, 8, -16, ., -4, ., .

Part of the list above, with bars between the fields:
SMILES | CASP6 VEID inh | EWS-Fli inh | PAX8 reporter | LGR2 antag | FN deposit inh | PGC1a acetyl inh | Cneo AK release | miR122 inh
CC(C)NC(=O)N(C)C[C@@H]1Oc2ccc(NC(=O)Nc3ccc(F)cc3)cc2C(=O)N([C@H](C)CO)C[C@@H]1C | -1 | -3 | -2 | 5 | . | 4 | 0 | 3[16.7 µM]
CCC(=O)N(C)CCc1cc2c(c(OC)c1/C=N/NC(=O)c1ccncc1)OCO2 | 2 | -7 | 7 | -3 | -6 | -2 | 2 | .
COc1ccc2oc(=O)c(C(=O)NCc3ccccn3)cc2c1 | . | . | . | -16 | . | 0 | 2 | -1

Bioassay records: PubChem, Broad Institute
